Source: PubChem (several laboratories)
MOR-DOR ag: agonists of human mu-delta opioid receptor heterodimerization. cells, OPRM1-OPRD1 heterodimerization, luminescence. activation, % at 9.3 µM. 340,000 tested, 0.3% active. AID 504326; in the data active = activation above about 18%;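 note: 0% = vehicle-treated cells and 100% = reference agonist; values of inactives mirror those of a sister screen read the other way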
Target sequence (P35372 whole entry, looked up): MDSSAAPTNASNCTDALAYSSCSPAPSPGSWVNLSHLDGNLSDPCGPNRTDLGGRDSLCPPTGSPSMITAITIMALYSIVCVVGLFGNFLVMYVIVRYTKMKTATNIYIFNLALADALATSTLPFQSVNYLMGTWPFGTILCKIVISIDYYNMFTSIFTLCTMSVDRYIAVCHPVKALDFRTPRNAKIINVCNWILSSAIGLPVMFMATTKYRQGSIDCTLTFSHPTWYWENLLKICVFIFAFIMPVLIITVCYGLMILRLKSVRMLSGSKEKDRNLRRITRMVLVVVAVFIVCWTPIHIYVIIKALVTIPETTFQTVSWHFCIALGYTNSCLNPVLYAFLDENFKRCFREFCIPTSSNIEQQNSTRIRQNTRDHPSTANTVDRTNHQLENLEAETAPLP
Target sequence (P41143 whole entry, looked up): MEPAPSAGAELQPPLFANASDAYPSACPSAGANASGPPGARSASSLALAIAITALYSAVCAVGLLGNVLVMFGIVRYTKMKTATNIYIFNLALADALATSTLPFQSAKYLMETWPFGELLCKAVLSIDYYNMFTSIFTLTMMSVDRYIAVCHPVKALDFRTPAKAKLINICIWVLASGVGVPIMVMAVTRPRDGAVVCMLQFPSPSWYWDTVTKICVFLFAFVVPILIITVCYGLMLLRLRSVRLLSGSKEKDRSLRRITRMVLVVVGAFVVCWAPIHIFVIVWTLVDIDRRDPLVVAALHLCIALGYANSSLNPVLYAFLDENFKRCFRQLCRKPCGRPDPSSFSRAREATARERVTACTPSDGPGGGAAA
LANA DNA inh: inhibitors of KSHV LANA C-terminal domain DNA binding; MBP-C-LANA/FAM-LBS DNA binding, fluorescence polarization; inhibition, % at 9 µM; 340,000 tested, 0.078% active; AID 504423;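 active = highest replicate inhibition at or above 60% at 9 µM, even if other replicates fall short; inactive = all replicates below 60% inhibition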;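 note: 0% = neutral control wells and 100% = 4 µM acridine orange control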
Cardiac RTF inh: cardiac RTF calcium desensitization; P19429+P45379; IANBD-labeled cardiac RTF, Ca2+ fluorescence; inhibition, % at 7.15 µM; 340,000 tested, 0.12% active; AID 493244;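 active = inhibition above the mean inhibition of all tested compounds plus 3 SD, cut at about 17% in these data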;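 note: assay run at fixed EC70 calcium of 1.6 mM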
Arr AP2 block: blocks beta-arrestin peptide binding to AP2 adaptin | FITC-arrestin peptide / GST-AP2 beads, flow cytometry; AP2 beta2 appendage carries R879A mutation | inhibition, % at 10 µM | 340,000 tested, 0.31% active;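 active = inhibition above a set limit, near 3 SD of compounds lacking own fluorescence, cut at about 54% in these data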;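 note: plate controls were DMSO wells for no effect and 5 µM unlabelled arrestin peptide for full effect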
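Measured by: flow cytometry, FL1 (488/535 nm); Material: AP2 appendage R879A on GSH beads; Evaluation: percent response; Timing: pre-incubation 12 min, peptide binding 1 h, room temperature; Also added: 50 nM FITC-arrestin peptide; Medium: PBS with 0.05% Tween 20 and 0.1% BSA.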
OPRM1-OPRD1 inv: inverse agonist of human OPRM1-OPRD1 heterodimerization | 340,000 tested, 0.21% active | inhibition, % at 9.3 µM | P35372+P41143 | cell-based MOR-DOR heterodimer luminescence, inverse agonism | AID 504357; in the data active = inhibition above about 22%, passing the limit was not always enough;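 note: 0% = cells with DMSO and 100% = wells without cells with DMSO; values of inactives mirror those of a sister screen read the other way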
Keap1 Nrf2 FP: Keap1-Nrf2 (human) interaction inhibition; Keap1 Kelch-Nrf2 peptide fluorescence polarization, 1536-well; inhibition, % at 9.4 µM; 340,000 tested, 0.15% active; in the data active = inhibition above about 12%;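 note: human Keap1 Kelch domain with fluorescein labeled Nrf2 9mer peptide probe; 0% = neutral control wells and 100% = peptide positive control; higher means more block of Keap1 binding to Nrf2 peptide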
Wnt bcat act: activates Wnt/beta-catenin signaling in a reporter cell assay; activator, plate reader; activation, % at 9.35 µM; 300,000 tested, 1.2% active; AID 743398; in the data active = activation above about 30%, passing the limit was not always enough;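 note: 0% = neutral control wells and 100% = positive control wells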
cardiac RTF act: increases calcium sensitivity of human cardiac regulated thin filaments | P19429+P45379 | IANBD-labeled TnC RTF fluorescence at EC20 calcium; 0% EC20 calcium, 100% full calcium | activation, % at 7.2 µM | 340,000 tested, 0.24% active | AID 493008;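 active = activation above the mean over all tested compounds plus 3 SD, cut at about 30% in these data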;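 note: rise in fluorescence read as greater calcium sensitivity of cardiac thin filaments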
V-ATPase pH: regulators of yeast V-ATPase proton transport | S. cerevisiae, pHLuorin cytosolic pH fluorescence | response, % at 10 µM | AID 504577 | 350,000 tested, 0.37% active; in the data active = response mostly above about 7.3%, no sharp cut-off; inactive = mostly below about 5.4%; note: actives read high; inactives centre near 0; some compounds called inactive have numbers as strong as hits; reference of the scale not given here
DSG3 Ab inh: inhibitors of pemphigus antibody binding to human desmoglein-3 | binding (percent of control), % at 10 µM | DSG3-coupled beads, scFv-anti-DSG3-GFP binding, flow cytometry; active compounds read low | 310,000 tested, 0.48% active;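 active = binding more than 3 SD below its plate's average and above zero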;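 note: hits lower antibody fragment binding to DSG3; some compounds called inactive have numbers as strong as hits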
* marks the source's active call; other numbers are inactive results; . = no result given.

SMILES	MOR-DOR ag	LANA DNA inh	Cardiac RTF inh	Arr AP2 block	OPRM1-OPRD1 inv	Keap1 Nrf2 FP	Wnt bcat act	cardiac RTF act	V-ATPase pH	DSG3 Ab inh
Cc1cc(OCC(O)CN(CCO)CCO)ccc1Cl (centres undefined)	-3.3	-0.3	0.5	-10.5	14.5	-3.9	.	-3.0	-0.5	103.5
NC(=NCCc1ccc(Cl)cc1)NS(=O)(=O)c1ccccc1	-2.1	-0.7	-11.1	7.0	10.5	-3.5	-0.4	1.4	-0.8	104.1
COc1cccc(-c2nc(CCl)cs2)c1OC	-0.9	-2.2	-11.7	9.5	4.6	-0.7	-0.6	2.0	-6.0	106.3
CCCCNC(=S)NNC(=O)c1csc(C)c1C	-2.0	0.9	2.1	33.9	11.5	8.6	.	-0.4	-2.4	99.9
CC(C)C(NC(=O)C(Cc1ccccc1)NC(=O)OCc1ccccc1)C(=O)O (centres undefined)	-1.4	0.2	5.8	-7.5	6.5	0.2	-1.4	1.3	0.4	99.9
COc1ccc(C)cc1NC(=O)NC1CCCc2ccccc21 (centres undefined)	-1.6	0.9	-0.3	44.9	8.9	0.6	-0.2	1.0	-0.8	96.0
COc1cc(C(=O)N/N=C/c2ccc3c(c2)c2ccccc2n3C)ccc1O	-2.8	0.4	2.6	-7.9	14.2	6.5	0.7	-1.6	-11.6	105.6
Cc1ccc(C2(O)CN(c3ccccc3)C3=[N+]2CCS3)cc1 (centres undefined)	76.9*	0.3	0.6	9.2	-390.7	-6.3	.	1.4	1.6	99.3
O=C(COc1ccc2ccccc2c1)NCC1CCCO1 (centres undefined)	-0.4	.	-9.1	-4.3	2.5	.	2.6	-3.6	2.2	110.5
CCOC(=O)CCCc1ccc(/C(C)=N/NC(N)=S)cc1	-0.2	1.5	0.6	-0.9	0.8	3.9	0.7	5.3	-5.1	.
O=C1ON=C(c2ccc([N+](=O)[O-])cc2)/C1=C/c1ccccc1O	-1.6	-0.3	-7.2	10.7	7.1	-0.6	3.8	-3.7	-2.7	95.6
COc1ccc(CCNC(=O)CCS(=O)(=O)c2ccc3c(c2)NC(=O)CS3)cc1OC	-2.3	2.7	-4.0	-3.0	11.3	0.0	-3.5	3.6	2.8	108.1
COCCCN1C(=O)C(=O)/C(=C(/O)c2ccc(S(=O)(=O)N3CCOCC3)cc2)C1c1cccc(Cl)c1 (centres undefined)	-3.7	-0.2	-3.6	-6.0	19.1	3.8	-0.9	-0.4	4.5	99.6
Clc1ccccc1CNCC1CCCO1 (centres undefined)	-2.6	0.3	-2.3	34.6	12.8	-1.1	1.7	1.3	2.1	89.7
O=C(NCCN1CCOCC1)c1cc(-c2ccc(F)cc2)nc2ccccc12	-0.7	0.4	-4.5	5.4	3.8	-1.9	.	-1.5	3.0	95.0
Cc1ccc(-n2c(SCC(=O)Nc3ccc4c5c(cccc35)CC4)nc(O)cc2=O)cc1	-1.2	0.3	-8.8	-4.5	8.8	-1.1	-3.8	1.1	3.0	94.8
Cc1c(CCC(=O)NCCCn2ccnc2)c(=O)oc2c(C)c3oc4c(c3cc12)CCCC4	0.4	-0.6	-8.7	7.2	-2.1	-6.0	.	5.4	1.7	101.5
CCc1ccc(NC(=S)/N=C(\N)Nc2nc(C)c3cc(CC)ccc3n2)cc1	-1.1	-1.5	0.9	9.3	6.2	-4.6	-6.2	3.9	0.6	101.1
CN(C)S(=O)(=O)c1cccc(NC(=O)c2ccc3c(c2)OCCO3)c1	0.0	-1.5	2.4	-3.4	0.1	5.2	29.9	-4.3	1.8	99.6
O=C(N1CCOCC1)N1CCN(S(=O)(=O)c2ccc(Cl)cc2)CC1	-0.9	1.2	-15.3	0.6	4.8	-6.6	-0.5	1.3	-0.7	110.8
CCn1c(Cc2ccc(OC)cc2)nnc1SCC(=O)NC1CC1	-0.7	0.7	-1.1	34.2	3.7	5.9	2.2	-3.5	2.0	.
COc1ccc(/C=N/NC(=O)Nc2ccc3nsnc3c2)c(OC)c1	1.4	-0.7	2.9	-5.5	-6.7	-2.5	5.9	-0.8	0.0	98.6
COc1cc(C)nc(N(Cc2ccccc2)S(=O)(=O)c2ccc(C)cc2)n1	5.5	1.5	-2.0	6.6	-27.7	-3.2	0.8	-2.5	-1.4	101.9
CCn1cc(-c2nnnn2-c2ccc(Cl)cc2)c(=O)c2ccccc21	-0.8	0.8	-13.1	11.1	4.5	0.8	2.7	8.4	-2.9	.
COc1ccc(NC(=S)Nc2ccc3nsnc3c2)cc1	7.4	1.4	-14.3	36.8	-39.7	-5.8	28.2	5.7	-6.7	123.2
CC(CCc1ccc(O)cc1)NC1c2ccccc2-c2ccccc21 (centres undefined)	7.3	-0.6	0.4	3.8	-37.5	3.1	0.5	2.6	1.0	110.4
O=C1NN(c2ccccc2)C(=O)/C1=C\c1cccn1-c1ccc(Cl)c([N+](=O)[O-])c1	-2.4	0.5	-9.6	-3.2	13.3	-2.6	5.6	-2.8	0.5	92.5
Cc1ccc(/C=N/NC(=O)CC(=O)NCc2cccnc2)cc1	-3.4	0.9	-2.2	2.7	18.0	-3.1	.	-0.3	-2.5	100.2
O=C(CN1CCN(Cc2ccccc2Cl)C1=O)NCc1ccccn1	-2.5	-0.1	1.6	-10.2	12.5	-2.1	1.0	3.9	-1.6	88.0
COc1ccccc1C(=O)N/C(=C\c1cn(C)c2ccccc12)C(=O)NCCCN1CCOCC1	-2.1	-0.2	1.3	-0.4	10.8	-1.3	-0.2	-7.3	4.4	106.9
Cc1cc(=O)[nH]c(COc2ccccc2)n1	-2.1	-0.7	-1.4	23.6	9.6	-2.8	.	-5.5	4.2	101.9
O=C(CNS(=O)(=O)c1ccc(Cl)cc1)N1CCN(c2ccc(F)cc2)CC1	4.0	-2.4	-0.9	-6.4	-16.1	0.5	-2.1	0.8	0.4	101.1

Compounds listed so far with fluorine, in the order listed:
SMILES	MOR-DOR ag	LANA DNA inh	Cardiac RTF inh	Arr AP2 block	OPRM1-OPRD1 inv	Keap1 Nrf2 FP	Wnt bcat act	cardiac RTF act	V-ATPase pH	DSG3 Ab inh
O=C(NCCN1CCOCC1)c1cc(-c2ccc(F)cc2)nc2ccccc12	-0.7	0.4	-4.5	5.4	3.8	-1.9	.	-1.5	3.0	95.0
O=C(CNS(=O)(=O)c1ccc(Cl)cc1)N1CCN(c2ccc(F)cc2)CC1	4.0	-2.4	-0.9	-6.4	-16.1	0.5	-2.1	0.8	0.4	101.1

New compounds follow:
SMILES	MOR-DOR ag	LANA DNA inh	Cardiac RTF inh	Arr AP2 block	OPRM1-OPRD1 inv	Keap1 Nrf2 FP	Wnt bcat act	cardiac RTF act	V-ATPase pH	DSG3 Ab inh
O=C(NC1c2ccccc2-c2ccccc21)N1CCCCC1	-2.2	1.4	2.5	-1.4	12.5	-4.2	.	-3.8	-2.9	105.8
CC(C(=O)Nc1ccc(S(=O)(=O)N2CCOCC2)cc1)N1C(=O)C2CC=CCC2C1=O (centres undefined)	0.0	-1.7	2.0	16.4	-0.2	1.4	0.6	-5.6	2.9	.
COc1cccc(/C(O)=C2/C(=O)C(=O)N(Cc3ccco3)C2c2ccncc2)c1 (centres undefined)	-2.2	-0.3	12.2	7.7	11.5	-1.9	.	-1.3	3.2	102.0
O=C(NCc1cccnc1)c1ccc(COc2ccccc2Cl)o1	-3.1	0.4	3.3	5.4	15.6	-1.1	-2.0	-2.0	0.8	100.1
O=C(Nc1ccc(S(=O)(=O)N2CCCCC2)cc1)C1CC(=O)N(c2ccc(Cl)cc2)C1 (centres undefined)	0.1	-2.1	-17.6	15.8	-0.8	-2.7	-1.3	-5.1	0.4	99.1
O=C(N[C@@H](Cc1ccccc1)C(=O)OCc1ccccc1)c1nc[nH]c1C(=O)N[C@@H](Cc1ccccc1)C(=O)OCc1ccccc1	-0.5	-1.3	-2.5	0.6	3.0	-2.2	-8.6	-0.9	0.4	102.5
Cc1oc(-c2cccc(C(F)(F)F)c2)nc1CN1CCOCC1	-2.0	0.9	-4.7	-6.5	9.8	-1.9	1.9	2.5	-3.5	.
CCOc1ccc(C2C(C(=O)NC)=C(C)Nc3nc4ccccc4n32)cc1OC (centres undefined)	-2.5	-0.2	2.0	3.6	13.9	-5.5	-2.7	7.6	-1.4	105.7

More results follow.
Each structure is followed by: MOR-DOR ag | LANA DNA inh | Cardiac RTF inh | Arr AP2 block | OPRM1-OPRD1 inv | Keap1 Nrf2 FP | Wnt bcat act | cardiac RTF act | V-ATPase pH | DSG3 Ab inh
Cc1ccc2c(c1C)OC(=O)CC2c1ccccc1 (centres undefined)
 : -0.9 | -5.3 | -7.2 | 4.4 | 4.1 | 2.2 | -0.6 | -0.3 | -1.1 | 95.4
COc1cccc(CN2CCN(CC(=O)NCCc3ccccc3)CC2)c1
 : -0.5 | 1.4 | -9.2 | 4.4 | 2.6 | -7.3 | 3.5 | 5.9 | -2.0 | 109.8
CCOC(=O)C1CCN(C(=O)CCc2ccccc2)CC1
 : -1.4 | -1.2 | -10.6 | 7.0 | 8.0 | -1.7 | -3.3 | 5.8 | -2.5 | 94.6
COc1ccc2[nH]c(C(=O)Nc3ccc(C)c(F)c3)cc2c1
 : 3.0 | -0.3 | -5.6 | -9.7 | -15.3 | -5.5 | 26.7 | -2.9 | 1.6 | 113.9
COc1ccccc1N1CCN(Cc2nc(N)nc(Nc3ccc(C)cc3)n2)CC1
 : -2.5 | -0.6 | -21.8 | -2.2 | 15.2 | -1.5 | -4.1 | -3.9 | 8.1 | 100.3
Nn1c(SCC(=O)N2CCCc3ccccc32)nnc1-c1ccc(Cl)cc1
 : -2.0 | -0.8 | 1.1 | 24.5 | 12.3 | -6.6 | -7.0 | -9.4 | 7.0 | 89.8
O=C1Nc2ccccc2O/C1=C\c1ccccc1
 : 2.6 | 1.3 | 1.9 | -9.4 | -11.9 | -1.7 | 6.3 | 1.8 | 1.1 | 92.9
CCc1ccccc1NC(=O)C1CCCN(c2nccc(C)n2)C1 (centres undefined)
 : -0.3 | 1.1 | -11.2 | 3.2 | 1.6 | -1.6 | -1.7 | -1.0 | -2.4 | 115.7
COc1ccc(C2(C(=O)Nc3ccccc3)CCOCC2)cc1
 : -0.7 | -0.8 | -2.9 | -0.9 | 3.5 | -2.7 | -3.4 | 0.6 | -0.4 | 100.3
O=C(NCc1ccco1)c1ccc(Br)c(S(=O)(=O)N2CCCCC2)c1
 : 0.5 | -0.9 | 4.3 | 0.9 | -2.6 | -4.8 | . | 1.8 | 1.7 | 93.4
COc1ccc(CCNC(=O)C2CC3Cn4c(nc5cc(Cl)c(Cl)cc54)C3N2C)cc1 (centres undefined)
 : -3.3 | -0.1 | -0.7 | 9.1 | 15.0 | -8.8 | 4.1 | -1.2 | -2.9 | 126.4
